# Cdc25B inh: human M-phase inducer phosphatase 2 inhibition. P30305. recombinant Cdc25B, OMFP fluorescence Ex485/Em525. inhibition, %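 (compounds tested at 10 µM final in the well)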. 0.1% of 65,000 active; in the data active = inhibition above about 50%
# Target sequence (P30305 whole entry, looked up): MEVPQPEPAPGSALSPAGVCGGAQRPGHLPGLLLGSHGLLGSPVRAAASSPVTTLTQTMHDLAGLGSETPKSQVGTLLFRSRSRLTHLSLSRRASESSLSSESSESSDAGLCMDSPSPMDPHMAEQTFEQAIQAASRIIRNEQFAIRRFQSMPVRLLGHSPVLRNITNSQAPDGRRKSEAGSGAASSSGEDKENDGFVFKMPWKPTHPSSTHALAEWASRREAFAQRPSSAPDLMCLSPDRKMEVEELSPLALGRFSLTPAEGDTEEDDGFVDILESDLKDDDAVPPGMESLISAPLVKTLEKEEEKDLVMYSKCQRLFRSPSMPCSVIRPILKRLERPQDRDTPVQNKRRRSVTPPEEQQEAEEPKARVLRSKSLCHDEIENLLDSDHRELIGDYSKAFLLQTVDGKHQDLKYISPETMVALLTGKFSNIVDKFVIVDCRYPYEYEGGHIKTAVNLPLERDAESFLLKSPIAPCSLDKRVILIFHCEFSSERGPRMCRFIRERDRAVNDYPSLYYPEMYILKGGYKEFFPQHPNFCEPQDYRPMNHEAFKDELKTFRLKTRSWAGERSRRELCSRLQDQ
# TNAP act mid DEA: human TNAP activation, intermediate phosphate acceptor | purified TNAP, CDP-star luminescence, 100 mM DEA, 30 min; stronger effect = higher value; scale: 0 levamisole-inhibited, 1 vehicle-only enzyme | P05186 | 64,000 tested, under 10 active | activation factor at 20 µM;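 active = activation factor of at least 2 at 20 µM, relative to controls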
# RORA act: RORA (human) activation; activation, % at 10 µM; CHO-K1 Gal4-RORA LBD luciferase reporter, luminescence; percent increase over mock-subtracted basal signal; P35398; 1.5% of 65,000 active;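 active = activation above the mean of all tested compounds plus 3 SD, cut at about 49% in these data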;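 also: 0% = DMSO-treated RORA cells and 100% = added signal equal to DMSO minus mock-transfected cells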
# Hsp90 inh: displaces geldanamycin probe from tumor Hsp90; P07900; NCI-N417 lysate Hsp90, Cy3B-geldanamycin FP displacement; inhibition, % at 30 µM; 0.35% of 64,000 active;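 active = inhibition above 50%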;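 also: 0% = tracer plus lysate wells and 100% = tracer alone without lysate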
# DUSP1 inh: human dual specificity phosphatase 1 inhibition | recombinant MKP-1, OMFP hydrolysis fluorescence | inhibition, %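 (compounds tested at a single concentration somewhere between 10 and 100 µM)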 | 0.15% of 65,000 active | AID 374;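 active = inhibition above about 50%, limit read from the data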;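 also: 0% = DMSO max control wells and 100% = wells with enzyme stopped by NaOH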
# Target sequence (P28562 whole entry, looked up): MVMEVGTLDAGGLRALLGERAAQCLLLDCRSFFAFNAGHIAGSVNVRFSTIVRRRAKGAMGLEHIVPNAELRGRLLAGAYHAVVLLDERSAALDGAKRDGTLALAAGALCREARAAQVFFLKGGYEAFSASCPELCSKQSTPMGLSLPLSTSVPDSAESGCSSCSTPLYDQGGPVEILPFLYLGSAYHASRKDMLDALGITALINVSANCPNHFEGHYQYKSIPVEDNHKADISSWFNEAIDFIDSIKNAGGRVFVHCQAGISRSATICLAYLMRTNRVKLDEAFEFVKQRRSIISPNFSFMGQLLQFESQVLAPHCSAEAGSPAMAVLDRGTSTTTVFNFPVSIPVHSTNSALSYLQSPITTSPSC
# HER2 expr 66K: inhibitors of human Her2 kinase expression. P04626. SKBR-3 HER2 protein level, AlphaScreen, 18-24 h; stronger effect = lower value. HER2 level % of control, % at 10 µM. 0.69% of 65,000 active. AID 645;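 active = HER2 level under 5% of the carrier-only control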;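 also: 100% = DMSO carrier and 0% = 500 nM PU-H71 HSP90 inhibitor; lower value means stronger loss of Her2 protein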
# D1 allo mod: allosterically modulates the human D1 dopamine receptor; B-score at 10 µM; HEK293 D1, CRE-luciferase, dopamine EC30 potentiation; actives deviate in either direction; P21728; 5.9% of 58,000 active;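 active = luminescence count or its row- and column-corrected plate score outside the 99.7% band of the plate's sample wells, on either side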
# SF1 activator: activates the human nuclear receptor SF-1 | 1.9% of 65,000 active | CHO-K1 Gal4-SF-1 LBD luciferase reporter; % increase over DMSO SF-1-specific signal | Q13285 | activation, % at 10 µM;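 active = activation above the mean activation of all tested compounds plus 3 SD, cut at about 50% in these data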
#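 material = CHO-K1 cells with Gal4–hSF-1 LBD chimera plus Gal4-driven luciferase | compound = 10 µM single point, 1% DMSO | incubation = 20 h compound exposure at 37 °C after 1 h cell settling | measured by = SteadyLite luciferase luminescence | evaluation = percent activation relative to DMSO median and mock-transfected background | control set = DMSO negative control and −SF1 background wells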
# FXIIa inh mix: inhibitors of human coagulation factor XIIa, pooled mixtures | P00748 | purified FXIIa, fluorogenic substrate | inhibition, % at 5 µM | 0.2% of 62,000 active | AID 684; in the data active = inhibition above about 20%, passing the limit was not always enough;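 also: 0% = enzyme without compound and 100% = no enzyme blank; some results filed as inactive read as strong as hits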
# The depositor's hits bear a star; / = no result given.
SMILES,Cdc25B inh,TNAP act mid DEA,RORA act,Hsp90 inh,DUSP1 inh,HER2 expr 66K,D1 allo mod,SF1 activator,FXIIa inh mix
N#Cc1c(C(F)(F)F)cc(-c2ccco2)nc1SCc1ccccn1,-11,0.8,-22,-3,29,74,0.27,-34,-4
O=C(Nc1ccc2nsnc2c1)c1cccs1,-17,0.9,3,-7,11,39,0.68,-5,12
CCn1cc(C(=O)N(CCCN2CCOCC2)Cc2ccco2)c(=O)c2ccc(C)nc21,35,/,-1,1,18,77,0.38,-9,/
Cc1ccc(S(=O)(=O)NCC(=O)N(CC(=O)NC2CCCC2)c2ccc3c(c2)OCCO3)cc1,-9,1,-15,1,20,101,-0.11,11,13
Cn1c(SCC(N)=O)nnc1C1CCN(C(=O)NC2CCCCC2)CC1,3,0.9,1,-4,3,136,0.06,9,5
Cc1csc(NC(=O)C2C3C=CC(O3)C2C(=O)O)n1 (configuration not stated),1,1,-17,-3,8,117,0.22,-6,-2
NC(=O)CSc1nnc(-c2cccnc2)n1CCc1ccccc1,15,0.9,-16,-2,5,73,0.2,6,-15
Cc1cc(Cl)c(S(=O)(=O)Nc2ccc3c(c2)OCO3)cc1OCC(N)=O,-43,0.9,13,5,-13,106,-0.35,8,3
Cc1cc(C)c2[nH]c(=O)c(CN(CC3CCCO3)C(=O)c3cnccn3)cc2c1 (configuration not stated),3,1,-16,-1,5,157,-0.43,29,2
CCc1ccc(NC(=O)Cn2c(SC)nc3ccccc32)cc1,-11,1,-2,1,6,120,-0.065,-5,10
CCOC(=O)c1c(C)[nH]c(C(=O)Cn2nnc(-c3ccccc3Cl)n2)c1C,1,0.9,-15,0,23,112,0.68,8,2
CCOc1ccccc1-n1c(SCC(=O)N2CCCC2)nnc1-c1ccoc1C,-6,1,-13,2,8,91,0.071,2,-17
CC1CCN(CCc2nc3cc(NS(=O)(=O)c4ccc(F)cc4)ccc3n2C)CC1,-5,1,13,-6,12,81,0.091,21,6
COC(=O)c1cc(OC)c(OC)cc1NC(=O)c1ccoc1C,-6,0.9,-14,-8,23,96,1.2,-20,3
Cc1cc(C)c2c(n1)nn1c(NCCN3CCOCC3)cc(C)nc21,10,1.2,32,1,20,85,-1.2,-1,-2
Cc1nc(N2CCN(c3ccccc3)CC2)c2c3c(sc2n1)CCC3,-6,1,-12,-2,1,123,-1.2,-16,3
Cc1cc(C(=O)CSc2nnc(-c3ccccc3)n2C)c(C)n1C,-4,0.8,-6,0,1,108,/,-4,2
COc1ccc(C2(C(N)=O)CCCCC2)cc1OC,-4,1,3,-4,10,104,8.5*,-14,9
Cc1nc(SCC(=O)N2CCN(c3ccccc3)CC2)c2c(=O)n(C)c(=O)n(C)c2n1,-7,1,-16,-2,14,95,1.5,-4,4
COc1ccc(C)cc1NC(=O)c1ccc2c(c1)OCO2,5,0.9,-6,-2,-12,90,-0.06,-22,-14
COc1ccc(N2CCN(C(=O)c3cn(C4CCCC4)c(=O)c4c3c3ccccc3n4C)CC2)cc1,-11,0.9,7,-7,30,60,0.013,-9,6
Cc1ccc(-n2c(SCC(=O)N3CCOCC3)nnc2-c2cccnc2)cc1,-6,0.8,9,-1,-10,86,-0.13,10,6
COCn1c(-c2ccc(OC)c(OC)c2)nc2ccccc21,-3,0.9,43,2,12,97,2.1,36,3
Cc1nn(-c2ccccc2)c(Cl)c1C1C(C#N)=C(N)OC2=C1C(=O)CC(C)(C)C2 (configuration not stated),12,0.8,9,-4,21,89,-0.15,10,4
COc1cc(C2C(C#N)=C(N)Oc3c2oc(CO)cc3=O)ccc1OC(C)C (configuration not stated),-9,0.8,1,-3,2,94,-0.075,-8,-2
Cc1ccc(NC(=O)COC(=O)Cn2c(C)csc2=O)cc1C,-14,0.9,-12,-2,2,144,-0.062,4,-2
O=C(O)c1csc(Br)c1Br,-8,0.8,-17,-4,7,96,-0.85,21,-21
CCSc1nnc(NC(=O)c2ccc3c(c2)OCO3)s1,0,0.9,28,3,16,123,-1.8,44,16
COc1cc(S(=O)(=O)N2CCN(C)CC2)ccc1Cl,-12,/,-9,-4,-23,54,-0.84,-8,/
O=C(NCCC1=CCCCC1)C1CCN(S(=O)(=O)c2cccc3cccnc23)CC1,-7,0.9,17,0,14,98,1.5,8,2

# Single records (already shown). Values in the order: Cdc25B inh | TNAP act mid DEA | RORA act | Hsp90 inh | DUSP1 inh | HER2 expr 66K | D1 allo mod | SF1 activator | FXIIa inh mix
# Entry for COc1cc(S(=O)(=O)N2CCN(C)CC2)ccc1Cl → -12 | / | -9 | -4 | -23 | 54 | -0.84 | -8 | /
# Entry for Cc1nn(-c2ccccc2)c(Cl)c1C1C(C#N)=C(N)OC2=C1C(=O)CC(C)(C)C2 (configuration not stated) → 12 | 0.8 | 9 | -4 | 21 | 89 | -0.15 | 10 | 4
# Entry for O=C(O)c1csc(Br)c1Br → -8 | 0.8 | -17 | -4 | 7 | 96 | -0.85 | 21 | -21
# Entry for COc1ccc(N2CCN(C(=O)c3cn(C4CCCC4)c(=O)c4c3c3ccccc3n4C)CC2)cc1 → -11 | 0.9 | 7 | -7 | 30 | 60 | 0.013 | -9 | 6
# Entry for Cc1ccc(NC(=O)COC(=O)Cn2c(C)csc2=O)cc1C → -14 | 0.9 | -12 | -2 | 2 | 144 | -0.062 | 4 | -2

# Going on with the list:
SMILES,Cdc25B inh,TNAP act mid DEA,RORA act,Hsp90 inh,DUSP1 inh,HER2 expr 66K,D1 allo mod,SF1 activator,FXIIa inh mix
CC(Oc1ccccc1)C(=O)Nc1ccc(S(=O)(=O)NCC2CCCO2)cc1 (configuration not stated),2,0.9,-4,-4,12,103,-0.17,0,-16
CCOC(=O)c1c(NC(=O)OC)sc(C(=O)N(CC)CC)c1C,-9,1,-9,/,2,66,4.2*,4,2
COc1ccc(-c2cc3ccccc3n2CC(O)CN2CCN(CCO)CC2)cc1 (configuration not stated),-5,1,-23,-3,-7,67,-0.84,13,3
COc1cccc(-c2nc(CS(=O)(=O)CC(=O)NCc3ccc(Cl)cc3)c(C)o2)c1,-2,0.9,14,0,8,77,-0.12,-8,2
CCOC(=O)c1ccc(NC(=O)C(C)NS(=O)(=O)c2ccc(OC)cc2)cc1 (configuration not stated),-12,1,-3,-23,13,88,-1.5,-15,0
Cn1c2ccccc2c2c(C(=O)N3CCN(c4ccccn4)CC3)cn(C3CCCC3)c(=O)c21,3,0.9,0,-6,32,87,-0.63,-14,9
CCCn1c(SCC(=O)NC(C)(C)C)nnc1C(C)C,-9,0.9,-18,2,4,89,-1.7,4,1
Cc1sc2nc(SCC(=O)N3CCCC3)[nH]c(=O)c2c1C,-7,0.8,4,0,3,77,/,2,11
N#CCCn1ccc(NC(=O)c2ccc(Cl)cc2)n1,-4,0.8,-5,-3,-6,104,-0.7,10,7
CCC(C)C(=O)Nc1nnc(-c2cccs2)s1 (configuration not stated),-5,1,24,-1,-2,86,0.39,39,-2
CCOC(=O)NC(Nc1nnc(SCC)s1)(C(F)(F)F)C(F)(F)F,-1,1,22,3,4,81,0.83,-4,9
CC1CCN(c2nncc3ccccc23)CC1,2,1,-16,1,5,113,/,6,0
CCN(CC)S(=O)(=O)c1cc(C(=O)Oc2ccccc2OC)ccc1OC,-19,1,1,-1,0,85,-2.2,-7,2
CCCS(=O)(=O)n1nc(-c2ccc(OC)cc2OC)cc1N,-13,0.9,-2,-4,2,105,1.6,-9,2
COc1ccc(NC(=O)C2C(=O)NC3(C)CC2c2ccccc2O3)cc1 (configuration not stated),-4,0.9,20,-2,-1,114,1.2,1,5
CCOC(=O)c1ccc(NC(=O)CSc2n[nH]c(-c3ccncc3)n2)cc1,-9,0.7,-18,-1,9,112,1.2,14,11
O=C(CCCc1nc2ccccc2s1)N1CCN(S(=O)(=O)c2cccs2)CC1,-4,1.1,-19,-2,0,90,4.2*,-7,4
COCC(C)NC(=O)c1cc(-c2cccc(OC)c2)on1 (configuration not stated),-11,1,34,-3,-1,90,-0.054,71*,6
COc1cc(C2C(=O)N(C3CCCC3)CC(=O)N2Cc2ccco2)ccc1OC(C)C (configuration not stated),-5,1,-4,-5,23,100,-0.47,5,-4
COc1ccc(NC2CCN(C3CC(=O)N(c4ccc(F)c(Cl)c4)C3=O)CC2)cc1 (configuration not stated),-2,0.9,0,22,7,/,-0.047,1,2

# Of the compounds above, 6 contain two or more sulfur atoms.
SMILES,Cdc25B inh,TNAP act mid DEA,RORA act,Hsp90 inh,DUSP1 inh,HER2 expr 66K,D1 allo mod,SF1 activator,FXIIa inh mix
O=C(Nc1ccc2nsnc2c1)c1cccs1,-17,0.9,3,-7,11,39,0.68,-5,12
CCSc1nnc(NC(=O)c2ccc3c(c2)OCO3)s1,0,0.9,28,3,16,123,-1.8,44,16
Cc1sc2nc(SCC(=O)N3CCCC3)[nH]c(=O)c2c1C,-7,0.8,4,0,3,77,/,2,11
CCC(C)C(=O)Nc1nnc(-c2cccs2)s1 (configuration not stated),-5,1,24,-1,-2,86,0.39,39,-2
CCOC(=O)NC(Nc1nnc(SCC)s1)(C(F)(F)F)C(F)(F)F,-1,1,22,3,4,81,0.83,-4,9
O=C(CCCc1nc2ccccc2s1)N1CCN(S(=O)(=O)c2cccs2)CC1,-4,1.1,-19,-2,0,90,4.2*,-7,4

# (listing goes on)
SMILES,Cdc25B inh,TNAP act mid DEA,RORA act,Hsp90 inh,DUSP1 inh,HER2 expr 66K,D1 allo mod,SF1 activator,FXIIa inh mix
C[C@@](Cc1ccc(O)c(O)c1)(NN)C(=O)O,8,/,/,31,6,110,/,/,/
O=C(NCCCN1CCOCC1)c1c(F)cccc1F,-1,1,-12,-11,-1,84,0.24,-6,-19
CCOC(=O)c1c(NC(=O)c2ccc(Br)o2)sc(C)c1CC,-8,0.9,-11,-2,2,74,0.84,-13,7
Cc1cc(OCC(=O)NCCN2CCOCC2)ccc1Br,-14,0.9,-9,-3,4,59,1.6,9,8
O=S(=O)(Nc1nc2ccccc2nc1NCc1ccco1)c1ccccc1,-5,1,7,-3,-3,82,0.67,-9,3
COc1cc(OC)c(C(=O)Nc2ccc(N(C)C)cc2)cc1OC,4,0.8,58*,12,5,85,-0.4,51*,7
CCOC(=O)C1C(=O)CC(C)(O)C(C(=O)OCC)C1c1ccc(C)s1 (configuration not stated),0,0.9,-1,1,3,97,-0.092,8,5
CS(=O)(=O)N(CCc1ccccc1)CC(=O)N1CCN(c2ccccc2)CC1,-9,1,-8,0,24,114,-1,-2,14
Cc1ccc(O)c(-c2cc(C(=O)NCc3ccncc3)[nH]n2)c1,-8,1.3,20,1,24,80,-0.33,0,2
CCn1c(C)nc2cc(-c3nc4n(n3)Cc3ccccc3-4)ccc21,-12,1,-96,-17,22,101,/,-96,1
CSc1ccc(Cl)c(C(=O)OCC(=O)N2CC(C)OC(C)C2)c1 (configuration not stated),-12,0.9,-3,-1,4,125,-1.8,-5,-1
C/C(N)=C(/C#N)C(=O)CSc1nnc(Nc2c(C)cccc2C)s1,5,0.9,-2,-11,18,106,0.42,-14,10
Cc1nc2c(ccc3nc(NC(=O)c4ccc(S(=O)(=O)N(C)C)cc4)sc32)s1,-6,1,17,-4,34,60,0.012,2,1

# Assay outcomes deposited in PubChem by several laboratories.
